SIRT5 block – inhibitors of human sirtuin-5 desuccinylase | Purified SirT5, succinyl-peptide AMC, trypsin-coupled fluorescence | Q9NXA8 | AID 652115 | inhibition, % at 15 µM | actives 1.1% (n = 330,000); in the data active = inhibition above about 15%; inconclusive = no clear call, values can overlap the other calls
Target sequence (Q9NXA8 whole entry, looked up): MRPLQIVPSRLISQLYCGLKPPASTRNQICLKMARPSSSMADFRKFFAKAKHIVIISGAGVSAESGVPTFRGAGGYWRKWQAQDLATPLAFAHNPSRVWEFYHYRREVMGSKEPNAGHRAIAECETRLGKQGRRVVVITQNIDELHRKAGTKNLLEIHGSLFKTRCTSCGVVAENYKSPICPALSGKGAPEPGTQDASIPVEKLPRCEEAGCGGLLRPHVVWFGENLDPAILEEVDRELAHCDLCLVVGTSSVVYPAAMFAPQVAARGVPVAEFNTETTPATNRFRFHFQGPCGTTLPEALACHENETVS
CASP6 VEID inh – caspase-6 (human) enzyme inhibition | actives 0.53% (n = 350,000) | P55212 | inhibition, % at 12.5 µM | purified caspase-6, Z-VEID-R110 cleavage fluorescence;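 active = mean inhibition across replicates at least about 35%, with every replicate also reaching that limit, limit read from the data; inconclusive = only one of the two criteria met; inactive = neither criterion met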;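 note: 0% = median of neutral control wells and 100% = no fluorescence left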
Target sequence (P55212 24-179 limits assumed): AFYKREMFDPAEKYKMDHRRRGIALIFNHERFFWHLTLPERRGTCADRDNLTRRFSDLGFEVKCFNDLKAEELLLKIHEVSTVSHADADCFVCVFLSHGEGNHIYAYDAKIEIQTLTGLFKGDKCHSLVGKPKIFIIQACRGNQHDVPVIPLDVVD
Target sequence (P55212 194-293 limits assumed): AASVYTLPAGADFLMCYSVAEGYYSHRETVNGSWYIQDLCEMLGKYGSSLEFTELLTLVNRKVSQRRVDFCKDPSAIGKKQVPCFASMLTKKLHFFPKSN
ARNT TACC3 PPI – disrupts binding between human ARNT and TACC3 | Q9Y6A5 | AlphaScreen His-ARNT PAS-B/GST-TACC3 binding, luminescence; TACC3 fragment carries E629A point mutation | inhibition, % at 9.99 µM | actives 0.66% (n = 390,000);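 active = mean inhibition of replicates at least 50% and at least half of replicates each reaching 50%; inconclusive = half or more replicates reach 50% but mean below 50%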;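 note: 0% = complete ARNT plus TACC3 wells and 100% = ARNT alone without TACC3; many hits fall short of the cut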
DENV2 CPE – inhibitors of DENV2 cytopathic effect; DENV2-infected cells, cytopathic effect rescue, plate reader; CPE inhibition, % at 9.99 µM; actives 1.7% (n = 350,000); in the data active = CPE inhibition above about 20%, passing the limit was not always enough; inconclusive = no clear call, values can overlap the other calls; tested in BHK-21 cells;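 note: 0% = median of neutral control wells and 100% = median of positive control wells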
EWS-Fli block – inhibitors of EWS/Fli oncoprotein transcriptional activity; inhibition, % at 12.6 µM; A673 NR0B1-luciferase reporter, viability-normalised; actives 0.67% (n = 350,000); AID 651661;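 active = mean inhibition of at least 50% after viability correction, with every replicate also passing that limit; inconclusive = mean reaches 50% but only one of two replicates passes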;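 note: firefly luciferase signal divided by Alamar Blue viability fluorescence both relative to DMSO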
LGR2 inh – inhibitors of bursicon-induced Drosophila LGR2 receptor cAMP signaling | HEK293 LGR2, CRE-luciferase, bursicon-stimulated, 4 h | inhibition, % at 9.99 µM | actives 0.35% (n = 380,000) | AID 720647;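 active = drop in luminescence signal, shown as inhibition above about 50% in the replicate tests, limit read from the data, passing the limit was not always enough; inconclusive = probably only some replicates passing the limit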;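 note: agonist challenge used bursicon conditioned medium at about half maximal strength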
PAX8 inh HTS – inhibitors of PAX8 transcriptional activity in RMG-I cells; RMG-I TPO-luciferase reporter, SteadyGlo, 24 h; inhibition, % at 12.6 µM; actives 1.2% (n = 360,000); AID 652154;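 active = mean replicate inhibition at least 60% with every replicate also reaching 60%; inconclusive = only one of the two criteria is met; inactive = mean below 60% and not all replicates reaching 60%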;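 note: luciferase light reporting Pax8 driven TPO promoter activity; plate controls were median of neutral control wells for no effect and mitoxantrone controls for full effect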
Numbers without * were called inactive; ? = inconclusive; . = not tested or not shown; & = joins results of further samples.

SMILES	SIRT5 block	CASP6 VEID inh	ARNT TACC3 PPI	DENV2 CPE	EWS-Fli block	LGR2 inh	PAX8 inh HTS
COc1ccc(S(=O)(=O)Nc2ccc3c(c2)C(=O)N([C@H](C)CO)C[C@H](C)[C@@H](CN(C)C(=O)CCC(F)(F)F)OCCCC[C@H](C)O3)cc1	3	1	-3	5	-1	15	24
COCCNC(=O)C(c1ccc(F)cc1)N(C(=O)CCC(=O)Nc1nccs1)c1ccc(C)cc1 (configuration not stated)	-4	3	-5	-1	-4	24	7
CC1(C(=O)NS(=O)(=O)c2ccccc2Cl)CCN1C(=O)COc1ccc(Cl)cc1 (configuration not stated)	2	0	.	?	-5	2	6
COc1ccc(NC(=S)Nc2ccc3c(c2)c(=O)n(C)n3-c2ccccc2)cc1	-4	-1	.	-4	-10	-9	-24
CC(=O)N1[C@@H]2c3ccc(C4=CCCC4)c(=O)n3C[C@H]1[C@H](CO)[C@H]2C(=O)N[C@@H](C)c1ccccc1	-21	2	-3	13	0	-3	.
Cc1ccc(-c2ccc(SCC(=O)NC3CCCCC3)nn2)cc1	-2	0	-5	?	.	-2	-42
Cc1ccc(NC(=O)c2ccc(=O)[nH]c2)cc1S(=O)(=O)N1CCCCC1	-2	3	19	5	15	8	20
CC(=O)c1ccccc1NC(=O)COC(=O)/C=C/c1cccs1	-4	-1	1	-1	-6	-7	1
Cc1cccc(NS(=O)(=O)c2ccc(C(=O)NCC3CCCO3)cc2)c1C (configuration not stated)	-6	4	.	-10	.	7	23
C[C@H]1O[C@@H](O[C@H]2CC[C@@]3(C)C(CC[C@]4(C)C3C=C[C@]35OC[C@@]6(CCC(C)(C)C[C@H]63)[C@@H](O)C[C@]54C)[C@]2(C)CO)[C@H](O)[C@@H](O[C@@H]2O[C@H](CO)[C@@H](O)[C@H](O)[C@H]2O)[C@H]1O (some centres not stated)	.	6	1	8	-6	.	2
COc1ccc(C#Cc2ccc3c(c2)[C@H]2[C@H](CCN2C(=O)C2CCCC2)[C@@H](CO)N3)cc1	-3	1	.	5	14	-17	-11
CC(=O)N1CCN(Cc2cc(=O)oc3ccc4ccccc4c23)CC1	-2	2	.	6	-7	-2	18
CN1[C@@H]2c3ccc(C4=CCCCC4)c(=O)n3C[C@H]1[C@H](CO)[C@H]2C(=O)NCc1cccc(F)c1	-11	-1	-1	.	-5	7	-2
COc1ccccc1CC(=O)NCCN1CCCCC1	.	-4	1	2	7	8	2
CCCOC(=O)CSc1nnc(-c2cc(OC)c(OC)c(OC)c2)o1	2	-2	2	.	.	10	.
CCn1c(=O)c(CCC(=O)NCCN2CCOCC2)c(C)c2c(C)nn(-c3ccccc3)c21	-5	0	-6	-6	.	7	2
CC(C)c1cn(CC[C@H]2CC[C@@H](NC(=O)Nc3cc(Cl)cc(Cl)c3)[C@H](CO)O2)nn1	1	2	-5	2	1	-2	20
COc1ccccc1CN(Cc1nc2ccccc2c(=O)[nH]1)S(=O)(=O)c1ccc(C)cc1	2	1	18	-1	2	22	.
CCCOc1ccc(C(=O)NNC(=O)CCNC(=O)c2ccccc2Cl)cc1OC	-1	1	-6	4	-2	12	1
CN1CCN(c2ccc(S(=O)(=O)N3CCCCC3)cc2N)CC1	-1	-8	2	?	-7	-2	-1
CCC(=O)N[C@@H]1C=C[C@@H](CC(=O)NCc2ccc(OC)cc2)O[C@H]1CO	1	5	-33	-2	1	-8	6
COc1ccc(OC)c(/C=C/C(=O)N2CCN(S(=O)(=O)c3ccc(C)cc3C)CC2)c1	-3	-2	-3	1	-6	7	11
O=C(Nc1nnc(-c2ccc(Cl)cc2)o1)c1nc2ccccc2s1	.	-2	4	12	1	-5	4
O=C(NCCS(=O)(=O)N1CCN(c2cccc(Cl)c2)CC1)c1ccc2c(c1)OCO2	-2	-1	0	?	-4	-6	0
CCOC(=O)c1c(O)cc(OC)cc1CCc1ccccc1	-1	4	-6	-5	-3	-14	-14
C[C@@H]1CN([C@@H](C)CO)C(=O)c2cc(NC(=O)Nc3ccccc3)ccc2O[C@@H](C)CCCCO[C@H]1CN(C)C(=O)c1ccccc1	11	-2	4	-9	21	-2	4
Cc1cc(C)cc(NC(=O)C2CCN(C(=O)[C@@H]3Cc4ccccc4CN3)CC2)c1	-3	4	4	-2	-12	0	-3
CO[C@H]1CN(C)C(=O)c2ccc(NC(=O)C3CC3)cc2OC[C@@H](C)N(CC2CC2)C[C@H]1C	.	0	-10	-5	-4	-11	-12
COCCNC(=O)C(=O)NNS(=O)(=O)c1ccc(Cl)cc1	-3	1	-4	-9	3	18	16
Cc1nc2sccn2c(=O)c1S(=O)(=O)NCC1CCN(Cc2ccccc2Cl)CC1	2	-8	3	5	12	5	-10
OC(CNCCc1ccccc1)COc1ccc(OCC(O)CNCCc2ccccc2)cc1 (configuration not stated)	.	-3	1	-18	21	.	14
O=C(Nc1ccccc1F)N[C@H]1CC[C@@H](CCNS(=O)(=O)c2ccccc2)O[C@H]1CO	1	-1	-6	8	0	4	7
Cc1ccc(NC(=O)Nc2ccc3c(c2)N(C)C(=O)CS3)nc1	0	1	-1	9	-64	7	.
COc1cccc(NC(=O)[C@H](CC(C)C)NC(=O)[C@@H]2Cc3ccccc3CN2)c1	-1	3	3	6	-4	9	-4
Cc1cccc(-c2ccc([C@H]3[C@H](CO)N4C(=O)CN(C(=O)Cc5ccccn5)C[C@@H]34)cc2)c1	1	3	.	17	2	-4	-24
C[C@H](CO)N1C[C@H](C)[C@H](CN(C)CC2CC2)Oc2c(NC(=O)c3nc4ccccc4s3)cccc2C1=O	8	-1	2	9	2	10	0
CN1C2CCC1CC(NC(=O)CSc1ccc(C(C)(C)C)cc1)C2 (configuration not stated)	-3	-153	-22	18	1	-7	-17
O=C(CC(=O)c1ccccc1)Nc1ccc([N+](=O)[O-])cc1	2	0	-2	-8	-22	-2	.
O=C(NNS(=O)(=O)c1ccccc1)c1ccc([N+](=O)[O-])cc1	-5	0	-4	7	1	0	-21
COc1cc2c(cc1OC)CN(C(=O)C1CCCN1S(=O)(=O)c1ccc(F)cc1)CC2 (configuration not stated)	-9	-1	-17	-1	-5	-5	4
CCCCC[C@H](C)N1C[C@H](COCc2ccccc2)Oc2cc(N3CCC[C@@H]3COC)ccc2S1(=O)=O	-1	-5	.	17	-1	9	8
O=C(CN1CCCC1)Nc1c(Cl)cccc1Cl	1	3	-10	-3	1	1	-6
COc1ccc(CCNC(=O)C2CC3Cn4c(nc5ccccc54)C3N2Cc2ccccc2)cc1 (configuration not stated)	.	-2	-4	-5	6	-8	9
CC(=O)Nc1ccc(Cl)cc1C1COC(=O)C1=N (configuration not stated)	-5	2	-4	-12	-4	10	42
O=[N+]([O-])c1ccc(COc2cccnc2)cc1	-2	1	3	4	-26	-22	-45
Cc1noc(C)c1NC(=O)N(C)C[C@H]1Oc2ncc(C#CCC(C)C)cc2C(=O)N([C@@H](C)CO)C[C@@H]1C	-2	-1	-6	-5	-9	11	-3
C=CCNc1ncnc2sc(SC)nc12	-3	-1	-9	?	3	2	-27
CN(C)/C=C1/C=C(c2ccccc2)OC1=O	0	4	-1	3	-17	-4	.
Cc1c(C(=O)N/N=C/C(C)C)[nH]c2ccc([N+](=O)[O-])cc12	-5	0	7	-2	0	2	-49
CC1(C(=O)Nc2nc3ccccc3s2)CC1(Br)Br (configuration not stated)	1	-2	11	5	-59	0	-132

Given as comma-separated lines: entries from further up
SMILES,SIRT5 block,CASP6 VEID inh,ARNT TACC3 PPI,DENV2 CPE,EWS-Fli block,LGR2 inh,PAX8 inh HTS
COc1ccc(S(=O)(=O)Nc2ccc3c(c2)C(=O)N([C@H](C)CO)C[C@H](C)[C@@H](CN(C)C(=O)CCC(F)(F)F)OCCCC[C@H](C)O3)cc1,3,1,-3,5,-1,15,24
COCCNC(=O)C(c1ccc(F)cc1)N(C(=O)CCC(=O)Nc1nccs1)c1ccc(C)cc1 (configuration not stated),-4,3,-5,-1,-4,24,7
CC1(C(=O)NS(=O)(=O)c2ccccc2Cl)CCN1C(=O)COc1ccc(Cl)cc1 (configuration not stated),2,0,.,?,-5,2,6
COc1ccc(NC(=S)Nc2ccc3c(c2)c(=O)n(C)n3-c2ccccc2)cc1,-4,-1,.,-4,-10,-9,-24
CC(=O)N1[C@@H]2c3ccc(C4=CCCC4)c(=O)n3C[C@H]1[C@H](CO)[C@H]2C(=O)N[C@@H](C)c1ccccc1,-21,2,-3,13,0,-3,.
Cc1ccc(-c2ccc(SCC(=O)NC3CCCCC3)nn2)cc1,-2,0,-5,?,.,-2,-42
Cc1ccc(NC(=O)c2ccc(=O)[nH]c2)cc1S(=O)(=O)N1CCCCC1,-2,3,19,5,15,8,20
CC(=O)c1ccccc1NC(=O)COC(=O)/C=C/c1cccs1,-4,-1,1,-1,-6,-7,1
Cc1cccc(NS(=O)(=O)c2ccc(C(=O)NCC3CCCO3)cc2)c1C (configuration not stated),-6,4,.,-10,.,7,23
C[C@H]1O[C@@H](O[C@H]2CC[C@@]3(C)C(CC[C@]4(C)C3C=C[C@]35OC[C@@]6(CCC(C)(C)C[C@H]63)[C@@H](O)C[C@]54C)[C@]2(C)CO)[C@H](O)[C@@H](O[C@@H]2O[C@H](CO)[C@@H](O)[C@H](O)[C@H]2O)[C@H]1O (some centres not stated),.,6,1,8,-6,.,2
COc1ccc(C#Cc2ccc3c(c2)[C@H]2[C@H](CCN2C(=O)C2CCCC2)[C@@H](CO)N3)cc1,-3,1,.,5,14,-17,-11
CC(=O)N1CCN(Cc2cc(=O)oc3ccc4ccccc4c23)CC1,-2,2,.,6,-7,-2,18
CN1[C@@H]2c3ccc(C4=CCCCC4)c(=O)n3C[C@H]1[C@H](CO)[C@H]2C(=O)NCc1cccc(F)c1,-11,-1,-1,.,-5,7,-2
COc1ccccc1CC(=O)NCCN1CCCCC1,.,-4,1,2,7,8,2

New compounds follow.
SMILES	SIRT5 block	CASP6 VEID inh	ARNT TACC3 PPI	DENV2 CPE	EWS-Fli block	LGR2 inh	PAX8 inh HTS
CN(C)CCC(C(=O)c1ccccc1)c1ccncc1 (configuration not stated)	.	3	5	5	-2	-1	-11
Cc1ccc(-c2cc(C(=O)N/N=C/c3ccco3)n[nH]2)s1	.	.	1	.	.	-46	-38
C[C@H]1CN([C@@H](C)CO)C(=O)c2cccc(NC(=O)Nc3ccc(C(F)(F)F)cc3)c2O[C@H]1CN(C)CC1CCCCC1	10	-2	-2	-9	-1	9	.
O=C(C[C@@H]1CC[C@H](NC(=O)C2CCC2)[C@@H](CO)O1)Nc1nccs1	3	-2	-6	-1	2	-1	1
COc1ccc(-c2cn3cc(C)ccc3n2)cc1F	-6	-2	3	-5	-9	90*	8
Cc1ccc(S(=O)(=O)Nc2ccc3c(c2)CC(=O)N([C@H](C)CO)C[C@@H](C)[C@@H](CN(C)Cc2ccc(-c4ccccc4)cc2)O3)cc1	1	0	5	2	-3	9	.
O=C(CCN1CCN(c2ccccc2)CC1)NNC(=O)Cc1c(F)cccc1Cl	0	0	-2	7	0	-18	21
O=C(NCCO)C(=O)NCC1OCCCN1S(=O)(=O)c1cccs1 (configuration not stated)	.	.	7	.	.	-3	-37
CN1CCN(NC(=S)NC(C)(C)CC(C)(C)C)CC1	7	-1	.	4	-4	-2	-16
Cc1noc(C)c1NC(=O)N(C)C[C@H]1OCCCC[C@@H](C)Oc2ccc(NC(=O)Nc3ccc(C(F)(F)F)cc3)cc2C(=O)N([C@H](C)CO)C[C@@H]1C	17*	-3	-10	11	-5	-1	-8
C[C@H](CO)N1C[C@H](C)[C@@H](CN(C)C(=O)Nc2ccc(C(F)(F)F)cc2)Oc2ccc(NC(=O)Nc3ccc(C(F)(F)F)cc3)cc2C1=O	1	1&-1	-4	6&-15	-6&10	1&-1	37&25
C[C@@H]1CN([C@H](C)CO)C(=O)c2cc(NS(=O)(=O)c3ccccc3)ccc2O[C@@H]1CN(C)Cc1ccc(Cl)c(Cl)c1	8	-2	1	8	2	6	-4
N#CCSc1ccccc1NC(=O)COC(=O)C1CCN(C(=O)c2ccc(Cl)cc2)CC1	2	-1	.	-14	6	-2	-1

Screening results as filed in PubChem.
